# ERp5 inh: inhibitors of ERp5-driven insulin aggregation, primary screen, biochemical, turbidity, absorbance 650 nm, single point; inhibition, % at 9.99 µM; 90 min; AID 651711, 2012; 0.05% of 350,000 active; Protein disulfide-isomerase A6 (Homo sapiens), Q15084;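 active = mean replicate inhibition above about 25%, with every replicate also reaching it, limit read from the data, passing the limit was not always enough; inconclusive = only one of those two criteria met; inactive = neither criterion met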
# S100A4 inh HTS: inhibitors of S100A4-myosin IIA peptide binding, primary screen, biochemical, fluorescence polarization, TAMRA-MyoIIA peptide | inhibition, % at 10.7 µM | 0.14% of 360,000 active | AID 652163, 2013;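 active = mean inhibition of at least 70% across replicates, with every replicate also reaching that level; inconclusive = mean inhibition reaches 70% but some replicates fall short; inactive = mean inhibition below 70%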
# Target sequence (P26447 whole entry, looked up): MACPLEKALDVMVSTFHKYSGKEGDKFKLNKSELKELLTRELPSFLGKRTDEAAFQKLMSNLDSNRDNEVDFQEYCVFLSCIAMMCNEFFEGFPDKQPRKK
#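 Test system: S100A4 monomer protein; Medium: HEPES pH 7.2 with CaCl2, KCl, NaCl, DTT, Triton; Probe or stimulus: TAMRA-labelled myosin IIA heavy-chain peptide probe, 5 nM; Doses: one dose per compound; Times: polarization read 5 min after assay mix addition, stable 5–60 min; Benchmarks: neutral control DMSO, positive control TFP.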
# C2C12 statin: suppressors of statin myotoxicity in C2C12 myotubes, primary screen, cell-based, single point, plate reader. C2C12 myotubes + simvastatin, ATP luminescence, 48 h; scaled: DMSO 0, geranylgeraniol control 100. rescue of ATP level, % at 7.49 µM. 0.78% of 330,000 active;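 active = mean ATP rescue above about 67%, or every replicate alone reaching that limit, limit read from the data, passing the limit was not always enough; inconclusive = no clear call, values can overlap the other calls; inactive = mean under the limit and some replicate under it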;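 also: myotubes were challenged with 10 µM simvastatin during compound exposure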
# E-sel inducer: E-selectin induction in HUVECs, primary screen, imaging, HUVEC, immunofluorescence imaging, single point | 0.37% of 260,000 active | AID 686992, 2013 | normalized: neutral wells 0, TNF-alpha wells 100 | P16581 | activation, % at 7.58 µM;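 active = mean E-selectin-positive cell signal at least 10% of the positive control, reached in at least 60% of replicates, without over 20% cell loss; inconclusive = no rule given, readout overlaps actives, possibly toxicity-flagged; inactive = the rest, including those meeting only one limit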;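 also: in these data hits start at about 27%; measured in HUVEC primary endothelial cells; signal is the percent of cells scored E-selectin positive by PE staining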
# Target sequence (P16581 whole entry, looked up): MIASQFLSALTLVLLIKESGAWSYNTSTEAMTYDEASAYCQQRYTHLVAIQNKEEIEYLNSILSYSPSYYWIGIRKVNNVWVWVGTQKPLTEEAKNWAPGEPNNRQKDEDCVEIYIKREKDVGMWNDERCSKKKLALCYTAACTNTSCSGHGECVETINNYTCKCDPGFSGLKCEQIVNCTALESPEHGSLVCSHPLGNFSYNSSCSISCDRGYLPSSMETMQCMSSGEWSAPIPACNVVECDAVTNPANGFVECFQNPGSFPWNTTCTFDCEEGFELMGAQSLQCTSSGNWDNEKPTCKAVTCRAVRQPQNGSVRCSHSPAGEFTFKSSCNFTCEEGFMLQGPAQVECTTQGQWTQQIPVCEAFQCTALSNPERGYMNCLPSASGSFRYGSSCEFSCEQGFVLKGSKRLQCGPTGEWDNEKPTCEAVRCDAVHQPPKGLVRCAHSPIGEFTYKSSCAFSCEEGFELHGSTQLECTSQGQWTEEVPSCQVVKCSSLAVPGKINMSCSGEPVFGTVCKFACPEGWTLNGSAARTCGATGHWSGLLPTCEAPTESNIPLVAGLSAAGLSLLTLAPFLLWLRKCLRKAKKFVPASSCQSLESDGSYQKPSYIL
#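 Assay system: HUVEC, human umbilical vein endothelial cells / Amount: 3,000 HUVEC/well / Controls: TNF-alpha positive control, DMSO neutral control / Compound dosing: single concentration / Medium: EGM-2 over gelatin coat / Evaluation: percent E-selectin-positive cells / Signal: immunofluorescence imaging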
# PglD DTNB: C. jejuni PglD acetyltransferase inhibitors, primary screen, biochemical, DTNB colorimetric, single point; inhibition, % at 12.5 µM; UDP-N-acetylbacillosamine N-acetyltransferase PglD (Campylobacter jejuni); AID 602405, 2012; 0.098% of 360,000 active; purified PglD enzyme, DTNB colorimetric CoA detection; in the data active = inhibition above about 16%, passing the limit was not always enough; inconclusive = no clear call, values can overlap the other calls; also: strong numbers were not always called active
# DENV2 CPE rescue: inhibitors of DENV2 cytopathic effect, primary screen, cell-based, plate reader, single concentration. CPE inhibition, % at 9.99 µM. DENV2-infected cells, cytopathic effect rescue. 1.7% of 350,000 active. AID 651640, 2012; in the data active = CPE inhibition above about 20%, passing the limit was not always enough; inconclusive = no clear call, values can overlap the other calls; tested in BHK-21 cells;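 also: 0% = median of neutral control wells and 100% = median of positive control wells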
# SIRT5 block: SIRT5 desuccinylase inhibitors, primary screen, biochemical, fluorescence imaging, single point, set 5; NAD-dependent protein deacylase sirtuin-5, mitochondrial (Homo sapiens), Q9NXA8; Purified SirT5, succinyl-peptide AMC, trypsin-coupled fluorescence; inhibition, % at 15 µM; 1.1% of 330,000 active; AID 652115, 2013; in the data active = inhibition above about 15%; inconclusive = no clear call, values can overlap the other calls
# Target sequence (Q9NXA8 whole entry, looked up): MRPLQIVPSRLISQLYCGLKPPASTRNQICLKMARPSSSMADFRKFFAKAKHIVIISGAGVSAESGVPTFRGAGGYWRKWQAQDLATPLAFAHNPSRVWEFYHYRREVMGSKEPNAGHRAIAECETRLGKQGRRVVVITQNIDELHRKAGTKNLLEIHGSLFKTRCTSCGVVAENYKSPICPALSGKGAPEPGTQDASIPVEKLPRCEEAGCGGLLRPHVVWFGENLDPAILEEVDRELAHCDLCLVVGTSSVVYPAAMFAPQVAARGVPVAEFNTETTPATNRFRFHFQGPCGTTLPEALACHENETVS
# Numbers without * were called inactive; ? = inconclusive; nt = no result given; & = joins results of further samples. A portion of the library. The share of hits here may be higher or lower than overall.
# Sequence of screens: ERp5 inh	S100A4 inh HTS	C2C12 statin	E-sel inducer	PglD DTNB	DENV2 CPE rescue	SIRT5 block
O=C(C[C@@H]1CC[C@@H]2[C@H](COC[C@H](O)CN2S(=O)(=O)c2ccccc2Cl)O1)N1CCC(Cc2ccccc2)CC1
→ 2	?	3	-0.2	-1	0	2
CC(=O)c1c(C)[nH]c(C(=O)Nc2ccc(Cl)c(S(=O)(=O)N(C)C)c2)c1C
→ -6	0	nt	-0.5	nt	-1	2
COc1cccc(S(=O)(=O)N(C)C[C@H]2Oc3ncc(C#CCC(C)C)cc3C(=O)N([C@@H](C)CO)C[C@@H]2C)c1
→ 2	4	7	0.1	1	4	8
CN(CCc1ccccn1)C(=S)Nc1ccc(Cl)cc1Cl
→ 6	0	0	nt	1	8	-9
C/C(Cn1nnc([N+](=O)[O-])n1)=N\NC(=O)c1ccc(C)cc1
→ 5	-1	nt	nt	0	nt	-4
CN(Cc1ccccc1)S(=O)(=O)c1ccc(Cl)c(C(=O)NCCCN2CCCC2=O)c1
→ -6	-2	11	-0.4	-4	-1	3
COc1ccc(S(=O)(=O)Nc2ccc3c(c2)C(=O)N([C@H](C)CO)C[C@H](C)[C@@H](CN(C)C(=O)Nc2ccc(C(F)(F)F)cc2)OCCCC[C@H](C)O3)cc1
→ -3&-4	7&-2	-28	-0.1	2&-1	6&-5	2&7
COC(=O)c1cc(C(=O)N2CCOCC2)cc([N+](=O)[O-])c1
→ 1	-2	nt	nt	nt	15	-1
CC(Sc1nnc(Cc2cccs2)n1C)C(=O)Nc1ccc(C(N)=O)cc1 (configuration not stated)
→ 2	-3	-2	14	5	2	-2
CC(=O)Nc1nc(SCC(=O)NCC2CCCO2)[nH]c(=O)c1NC(=O)c1cccs1 (configuration not stated)
→ 5	-2	nt	nt	nt	-2	-1
O=C(CCc1ccccn1)NC1CCCc2c1cnn2-c1ccc(F)cc1F (configuration not stated)
→ -1	-24	-1	0.1	2	5	-3
OCCC1CN(Cc2cnn(-c3ccc(F)cc3)c2)CCN1Cc1ccsc1 (configuration not stated)
→ 0	-2	nt	nt	nt	-8	-1
CC(C)NC(=O)N(C)C[C@H]1Oc2c(NC(=O)c3nc4ccccc4s3)cccc2C(=O)N([C@@H](C)CO)C[C@@H]1C
→ -10	9	nt	6.0	-1	-3	-2
CC(=O)Nc1ccc(OCCC[n+]2cccc(C(=O)[O-])c2)cc1
→ 0	0	1	-3.3	3	4	-2
COC(=O)c1ccc(CNC(=O)COC(=O)CNS(=O)(=O)c2ccc(C)cc2)cc1
→ 6	-3	-7	-0.2	-2	12	nt
COc1ccc(N2CCN(C(=O)c3ccc(S(=O)(=O)NCc4ccco4)cc3)CC2)cc1
→ 5	1	5	0.0	-4	5	0
CCS(=O)(=O)N1CC2(C1)CN(S(=O)(=O)c1ccc(C)cc1)[C@H](CO)c1[nH]c3cc(OC)ccc3c12
→ 3	0	nt	0.6	nt	9	nt
Cc1cccc(OCC(=O)Nc2ccccc2F)c1
→ -1	-6	nt	nt	nt	-7	-2
C[C@@H]1CN([C@@H](C)CO)C(=O)c2cccc(NC(=O)c3cnccn3)c2O[C@H]1CN(C)C(=O)Nc1ccc(F)cc1
→ 0	0	7	-3.5	4	-4	-4
COc1ccc(C(=O)N2CCCC(c3nc(-c4cccs4)no3)C2)cc1OC (configuration not stated)
→ -1	0	12	nt	nt	nt	2
COc1ccc(NC(=O)Nc2cccc3c2O[C@@H](CN(C)C(=O)NC(C)C)[C@H](C)CN([C@@H](C)CO)C3=O)cc1
→ 6	0	-8	-0.8	0	1	-3
CCOC(=O)C1=CNS(=O)(=O)NC1c1ccccc1 (configuration not stated)
→ 5	-3	4	-0.1	1	12	nt
COc1ccccc1C(=O)Nn1c(C)nc2ccccc2c1=O
→ 3	-21	10	nt	0	2	-1
O=C(COC(=O)c1ccccc1[N+](=O)[O-])Nc1cc(S(=O)(=O)N2CCOCC2)ccc1N1CCCC1
→ -1	15	nt	nt	nt	14	3
CCOC(=O)c1ccc(NC(=O)CN2C(=O)CSC(C)C2=O)cc1 (configuration not stated)
→ -5	0	2	nt	0	1	0
COc1ccc(C2(O)C(=O)Nc3ccccc32)cc1 (configuration not stated)
→ 3	-17	16	-0.1	6	-2	1
COc1ccc2c3c([nH]c2c1)[C@H](CO)N(C(=O)CN(C)C)CC31CCN(C(=O)c2ccncc2)CC1
→ 3	5	nt	0.0	nt	-6	0
O=C(Nc1ccc(F)cc1)c1cccc(N2C(=O)C3C4C=CC(C4)C3C2=O)c1 (configuration not stated)
→ 11	9	-21	nt	-1	0	-1
Cc1ccc(NC(=O)c2ccc(CNc3c(N4CCC(C)CC4)c(=O)c3=O)cc2)cc1
→ 4	-2	12	-0.1	-19	-2	-1
Cc1noc(C)c1S(=O)(=O)N(C)C[C@H]1OCCCC[C@H](C)Oc2ccc(NC(=O)c3ccccc3)cc2C(=O)N([C@@H](C)CO)C[C@@H]1C
→ 0	9	nt	1.9	-1	0	4
CCOC(=O)c1c(NC(=O)CSc2nnc(-c3c[nH]c4ccccc34)n2CCOC)sc2c1CCCC2
→ 2	9	7	1.0	-2	11	1
CC1CC(C)(C)CC2(C1)NC(=O)N(CC(=O)Nc1cc(C(F)(F)F)ccc1N1CCCCC1)C2=O (configuration not stated)
→ -2	-6	-11	0.5	-5	-9	0
COc1ccc(/C(C)=N/NC(=O)CNC(=O)/C=C\c2ccccc2)c(OC)c1
→ 0	-5	-2	nt	7	0	1
CCCc1nn2c(=O)cc(CSCC(=O)Nc3ccccc3OC)nc2s1
→ -12	-5	28	nt	-3	6	-1
COc1ccc(CN(C)C[C@H]2Oc3ccc(NC(=O)Cc4ccccc4)cc3C(=O)N([C@@H](C)CO)C[C@@H]2C)cc1
→ 3	13	5	17	-6	-9	4
C[C@H](O)C#Cc1ccc2c(c1)O[C@@H](CN(C)C(=O)c1ccncc1)[C@H](C)CN([C@H](C)CO)S2(=O)=O
→ nt	nt	14	-4.6	4	-1	nt
CCC(=O)N1[C@@H]2c3cccc(=O)n3C[C@@H]2[C@@H](CO)[C@@H]1C(=O)N1CCc2ccccc2C1
→ 1	9	4	-0.2	-2	-9	0
CC(C)Oc1ccc(C(CC(=O)O)NC(=O)Cc2ccccc2)cc1 (configuration not stated)
→ -2	1	8	0.0	-1	-5	1
Cc1ccc(N(C(=O)c2nsc(Cl)c2Cl)C(C(=O)NC2CCCC2)c2ccc(O)cc2)cc1C (configuration not stated)
→ -2	4	nt	nt	nt	84*	-3
CCS(=O)(=O)NCC[C@H]1CC[C@H](NS(=O)(=O)c2ccccc2C)[C@H](CO)O1
→ 0	-12	-2	-0.2	-2	1	-2
Cc1ccc(Cn2c(=O)c3c(ncn3C)n(C)c2=O)cc1
→ 2	-3	-10	0.9	-6	2	-7
CN1C(=O)c2cc(NC(=O)NC3CCCC3)ccc2OC[C@@H]2O[C@@H](CC(=O)NCC3CC3)CC[C@H]21
→ 4	8	11	0.2	3	-1	-1
CCC(=O)Nc1ccc2c(c1)OC[C@H](C)N(Cc1cncnc1)C[C@@H](C)[C@H](OC)CN(C)C2=O
→ 1	1	9	-0.1	0	18	-1
COc1ccc(NC(=O)Nc2ccc3c(c2)C(=O)N([C@@H](C)CO)C[C@H](C)[C@@H](CN(C)S(=O)(=O)c2cn(C)cn2)OCCCC[C@@H](C)O3)cc1
→ nt	nt	nt	0.0	-2	-1	nt
CC(C)C[C@H](NC(=O)Nc1ccc2c(c1)OCCO2)C(=O)O
→ 4	-6	nt	nt	nt	?	3
CC(C)(C)NC(=O)CN(Cc1ccc(F)cc1)C(=O)Cn1nnc(-c2ccc(F)cc2)n1
→ 1	1	nt	0.1	19	1	0
O=C([C@H]1[C@H](CO)[C@H]2Cn3c(cccc3=O)[C@H]2N1Cc1cocn1)N1CCC(Cc2ccccc2)CC1
→ -1	1	34	-0.1	2	0	3
CSc1n[nH]c(/N=C/c2oc(O)c3ccccc23)n1
→ -4	-3	nt	2.3	nt	0	4
COC(=O)c1ccccc1C(=O)N1CCCC(CNC(=O)c2ccc(F)cc2)C1 (configuration not stated)
→ 5	4	13	2.3	-2	-2	4
F[B-](F)(F)COCc1ccccc1Br
→ -5	1	4	-0.1	-1	-4	-5
C[C@H](CO)N1C[C@H](C)[C@H](CN(C)Cc2ccc3c(c2)OCO3)Oc2cc(C#CCN(C)C)ccc2S1(=O)=O
→ -3	-2	22	-0.1	1	-8	4
CCOC(=O)Cc1csc(SCC(=O)NC2CCCC2)n1
→ 1	0	-4	-1.5	-1	13	2
C[C@@H]1CN([C@H](C)CO)C(=O)c2cc(C3=CCCCC3)cnc2O[C@H]1CN(C)Cc1ccccn1
→ 12	10	7	0.0	-6	-1	-1
S=C1NC[C@H](CC2CCCCC2)N1CC1CCCCC1
→ 8	-6	-13	-0.2	-2	4	nt
CCOc1ccc(-n2cc(-c3ccccc3)c3c(=S)nc[nH]c32)cc1
→ -1	-3	-10	nt	-1	1	0
COc1ccccc1S(=O)(=O)Nc1ccc2c(c1)C(=O)N(C)C[C@H](OC)[C@@H](C)CN[C@H](C)CO2
→ 0	1	14	-0.1	3	4	2
CC(C)n1cc(CN2CCC(C(=O)Nc3cccc(-c4cccc(Cl)c4)c3)CC2)cn1
→ 1	-18	-10	-0.2	1	1	5
CCS(=O)(=O)N1CC2(CN(CC3CCOCC3)[C@@H](CO)c3c2c2ccc(OC)cc2n3C)C1
→ -3	-6	nt	0.7	nt	9	-1
O=C(c1cccnc1)N1C[C@H]2[C@@H](c3ccccc31)[C@@H](CO)N2C(=O)CN1CCOCC1
→ 0	6	-23	0.1	-3	0	0
COc1ccc(C(C)=O)cc1CN(c1ccccc1OC)S(=O)(=O)c1cccs1
→ -2	2	-34	0.0	-1	6	-3

# More structures.
# Sequence of screens: ERp5 inh	S100A4 inh HTS	C2C12 statin	E-sel inducer	PglD DTNB	DENV2 CPE rescue	SIRT5 block
CCC(=O)N(C)C[C@H]1Oc2cc(C#CC3CCCCC3)ccc2S(=O)(=O)N([C@@H](C)CO)C[C@H]1C
→ 5	3	-52	0.3	2	0	5
CC(=O)Nc1ccc(CN(C)c2c(C)nc3ccc(C(=O)N4CCN(C(=O)c5ccco5)CC4)cn23)cc1
→ -4	-14	22	3.9	-5	5	0
COc1cccc(C(O)c2nc(-c3cccc(F)c3)cs2)c1 (configuration not stated)
→ 4	2	17	-0.2	-1	2	nt
Cc1c(Nc2ncccc2C(=O)O)cccc1C(F)(F)F
→ 1	2	1	-1.9	0	-7	-3
CCCC(=O)Nc1ccc2c(c1)C(=O)N(C)C[C@H](OC)[C@H](C)CN(C)[C@@H](C)CO2
→ -2	10	1	0.1	-2	-7	5
Cc1noc(C)c1S(=O)(=O)N(C)C[C@H]1OCCCC[C@@H](C)Oc2ccc(NC(=O)CCC(F)(F)F)cc2C(=O)N([C@@H](C)CO)C[C@H]1C
→ nt	nt	0	0.0	-5	-5	nt
C[C@@H]1CN([C@H](C)CO)C(=O)c2cccc(NS(=O)(=O)c3cn(C)cn3)c2O[C@H]1CN(C)Cc1ccncc1
→ 1	21	-24	2.1	-4	17	-4
C[C@@H]1CN([C@@H](C)CO)C(=O)c2cc(NC(=O)CCCCCC(=O)Nc3ccccc3N)ccc2O[C@H]1CN(C)C(=O)Nc1cccc2ccccc12
→ 3	-6	nt	nt	nt	-5	8

# From PubChem
